PrPC surface inh – inhibitors of human cell surface prion protein PrPC | actives 0.43% (n = 370,000) | AID 720596 | P04156 | TR-FRET read-out | inhibition, % at 13.8 µM; in the data active means inhibition above about 24%; further: 0% = median of the test wells and 100% = reference compound wells
Numbers without * were called inactive.

SMILES | PrPC surface inh
O=S(=O)(N[C@H]1CCCC[C@@H]1N1CCOCC1)c1ccc(Cl)cc1 | 4
CC(C)Oc1ccc(-c2csc(N3CCC(C(N)=O)CC3)n2)cc1 | -7
CC(C)(C)[C@H](NC(=O)c1cc(Cl)cc(Cl)c1)C(=O)N1CCC[C@H]1C(=O)N[C@H](C#N)CC(=O)O | 0
O=C(Cc1ccc2c(c1)OCO2)N1CCC(n2nc(-c3ccccc3)oc2=O)CC1 | 7
COc1ccc(NC(=O)C(CCCCNC(=O)OC(C)(C)C)NC2(C(=O)NCCc3c[nH]c4ccccc34)CCCCC2)cc1 (stereo not drawn) | 2
CC(C)(C)c1ccc(-c2noc(CCC(=O)NC3CC3)n2)cc1 | 2
CCOc1ccc(CCNC(=O)Cc2ccccc2)cc1OCC | -2
CCC[C@H]1[C@@H](OC(=O)NCc2ccc(C)o2)CC[C@@]23CCCN2C(=O)CCC[C@@H]13 | 3
Cc1nc(N2CCN(C(=O)C3CCCCC3)CC2)c2c3c(sc2n1)CCCC3 | -1
O=C(Cn1c(=O)c2cccn2c2cccnc21)NCCCN1CCN(c2ccc(Cl)cc2)CC1 | 0
CCOc1ccc(CCNC(=O)c2ccc(Oc3ccccc3)cc2)cc1OCC | -3
O=C1CCC(CNc2ccccc2)N1c1ccccc1 (stereo not drawn) | 5
COC(=O)CNC(=O)CNC1(C(=O)NCCc2c[nH]c3ccccc23)CCCCC1 | -3
Cc1ccccc1CN[C@@H]1CC[C@@]23CCCN2C(=O)CCC[C@H]3C1 | 0
COc1ccc(C2Nc3ccccc3C(=O)N2Cc2cccs2)cc1COc1c(C)cccc1C (stereo not drawn) | 14
CO[C@H]([C@H](C)/C=C/N(C)C=O)[C@@H](C)C(=O)CC[C@H](C)[C@H](O)[C@H](C)[C@H]1OC(=O)/C=C/C(C)=C/[C@H](O)[C@H](OC)C[C@@H]2C=CC[C@@H](C[C@H](OC)[C@@]3(CO3)[C@@H](OC)C[C@@H](OC)[C@@H]1C)O2 | 38*
COc1ccc(Cl)cc1NC(=O)c1cc(C2CC2)on1 | 6
NC(=O)c1ccc(O)c2ncccc12 | -11
Brc1csc(N2CCNCC2)n1 | -5
COC(=O)[C@H]1C[C@@]2(CC=C(C)C)c3ccccc3N(C(=O)OC(C)(C)C)[C@H]2N1C(=O)OC(C)(C)C | 8
CCOC(=O)C1CCN(C(=O)C(C)(C)NC(=O)Nc2ccc(C(F)(F)F)cc2Cl)CC1 | 2
CCCCCCC/C=C(\C)[C@@H](O)[C@@H](C)C(=O)N1CCC[C@@H]1C(=O)O | 0
O=C(COc1ccc(F)c(Cl)c1)N[C@H]1CCCN(CC2CC2)C1 | -8
C[C@H]1[C@@H](OC(=O)Nc2ccccc2F)CC[C@@]23CCCN2C(=O)CCC[C@@H]13 | -3
O=C(NCc1cccnc1)O[C@H]1CC[C@@]23CCCN2C(=O)CCC[C@H]3C1 | -8
Clc1ccc(OCCOc2ccc(Br)nc2Br)c(Cl)c1 | 1
O=C1C(=O)N(Cc2ccc(-c3ccccc3)cc2)c2ccc(OC(F)(F)F)cc21 | 15
CSc1ccc(-c2csc(N3CCC(C(N)=O)CC3)n2)cc1 | -6
COc1cccc(CNC2CCC23CCC(C)CC3)c1 (stereo not drawn) | -4
CC(C)OC(=O)C1=CNCC(C)(C)c2c1[nH]c1cc(F)ccc21 | 8

Continued (7 carried over from the part before).
SMILES | PrPC surface inh
C[C@H]1[C@@H](OC(=O)Nc2ccccc2F)CC[C@@]23CCCN2C(=O)CCC[C@@H]13 | -3
O=C(NCc1cccnc1)O[C@H]1CC[C@@]23CCCN2C(=O)CCC[C@H]3C1 | -8
Clc1ccc(OCCOc2ccc(Br)nc2Br)c(Cl)c1 | 1
O=C1C(=O)N(Cc2ccc(-c3ccccc3)cc2)c2ccc(OC(F)(F)F)cc21 | 15
CSc1ccc(-c2csc(N3CCC(C(N)=O)CC3)n2)cc1 | -6
COc1cccc(CNC2CCC23CCC(C)CC3)c1 (stereo not drawn) | -4
CC(C)OC(=O)C1=CNCC(C)(C)c2c1[nH]c1cc(F)ccc21 | 8
Clc1cc(Cl)cc(CNC2CCC23CCCCC3)c1 (stereo not drawn) | -1
O=C(Nc1ccccc1F)O[C@@H]1CC[C@@]23CCCN2C(=O)CCC[C@H]3C1 | 5
COc1ccc(CNC(=O)O[C@H]2CC[C@@]34CCCN3C(=O)CCC[C@H]4[C@H]2C)cc1 | 2
CCOC(=O)C1CCN(C(=O)C(C)(C)NC(=O)Nc2ccc(N(C)C)cc2)CC1 | -4
S=C(Nc1ccccc1)OCCN1CCCC12CCC(c1ccccc1)CC2 (stereo not drawn) | 5
CCN(CC)C(=O)O[C@H]1CC[C@@]23CCCN2C(=O)CCC[C@H]3[C@H]1C | 1
O=C(N1CCCC1)n1ncc(-c2ccc(-c3ccccc3)cc2)n1 | 2
COc1ccc2c(CCN3C(=O)c4ccccc4C3=O)c(-c3c(CCN4C(=O)c5ccccc5C4=O)c4ccccc4n3C(=O)OC(C)(C)C)[nH]c2c1 | -7
COC(CNC(=O)[C@H](Cc1c[nH]c2ccccc12)NC1(C(=O)NC2CCCCC2)CCCCC1)OC | -7
S=P(c1ccccc1)(c1ccccc1)c1cnc2ccccn12 | 17
O=C1CCC[C@H]2C[C@H](NCc3ccccc3Cl)CC[C@]23CCCN13 | -4
CC(C)(C)c1ccc2c(c1)OC(C(=O)N/N=C/c1ccc[nH]1)CO2 (stereo not drawn) | 2
Cc1c(C(O)(c2ccccc2)c2ccccc2)[n+]2ccccc2n1C | 9
Oc1ccc(CNc2ccc(C(F)(F)F)cc2F)c2cccnc12 | -8
CN1C2=N[C@@H](c3ccc4ccccc4c3)CC(=O)N2/C(=C\c2ccccc2)[C@H]1c1ccccc1 | 12
C#CCOCCOCCOCCNc1nc(N2CCN(C(=O)[C@H](CCCCN)n3cc([C@@H](N)CC(C)C)nn3)CC2)nc(N2CCN(C(=O)[C@H](Cc3cc4ccccc4[nH]3)n3cc([C@@H](N)CC(C)C)nn3)CC2)n1 | -6
C=CCCC(=O)N[C@H]1CC[C@@]23CCCN2C(=O)CCC[C@H]3[C@H]1C | -1
N#CC1CCN(c2nc(-c3ccc(Br)cc3)cs2)CC1 | 2
Cc1ccc(CNC(=O)O[C@H]2CC[C@@]34CCCN3C(=O)CCC[C@H]4[C@H]2C)o1 | -6
Cc1ccccc1NC(=O)OCCN1CCCC12CCC(c1ccccc1)CC2 (stereo not drawn) | 10
O=C(COc1ccc(F)cc1Cl)Nc1nnc(-c2ccc(F)c(F)c2)o1 | -5
CCCC1CCC2(CC1)CCC2OC(=S)NCCc1ccc(Cl)cc1 (stereo not drawn) | -5
CCC[C@H]1[C@@H](O)CC[C@@]23CCCN2C(=O)CCC[C@@H]13 | -8
CCCCc1ccc(-c2noc(CCC(=O)NCC)n2)cc1 | 11
C=CCN1C/C(=C/c2ccccc2)N2C(=O)CC(c3ccccc3)N=C12 (stereo not drawn) | 14
O=C(Cn1c(=O)c2cccn2c2cccnc21)NCCCN1CCN(c2ccccc2)CC1 | -6
C[C@H]1[C@H](NC(=O)c2cccc(C(F)(F)F)c2)CC[C@@]23CCCN2C(=O)CCC[C@@H]13 | 4
CCC[C@H]1[C@@H](NC(=S)Nc2ccccc2Cl)CC[C@@]23CCCN2C(=O)CCC[C@@H]13 | 0
COc1ccc(C(F)(F)F)cc1NC(=O)C(OC(=O)CNC(=O)c1ccccc1)c1ccccc1 (stereo not drawn) | 4
C[C@H]1[C@@H](NC(=O)/C=C/c2ccccc2)CC[C@@]23CCCN2C(=O)CCC[C@@H]13 | -1
Cc1occc1CNc1ncnc2ccc(-c3ccc4c(c3)OCO4)cc12 | 8
CCCC1CCC2(CCCN2CCOC(=S)Nc2ccccc2Br)CC1 (stereo not drawn) | -6
CC1=CC(=O)C(C(C)C)=C/C1=N\OS(=O)(=O)c1ccc(F)cc1 | 2
CC(C)(C)OC(=O)C1[C@H](O)C=CC[C@H]1S(=O)c1ccccc1 (stereo partly drawn) | -2
COc1ccc(Oc2c(-c3cccs3)cnn(-c3ccc(C)cc3)c2=O)cc1 | -4
CC[C@H](C)[C@@H]1OC(=O)[C@H](C(C)C)N(C)C(=O)[C@H](C(C)C)NC(=O)[C@@H](C)[C@@H](CCCC#CBr)OC(=O)[C@H](C(C)C)N(C)C(=O)C2CCCN2C1=O (stereo partly drawn) | 6
O=C(COc1c(Cl)cc(Cl)cc1Cl)N/N=C/c1ccc[nH]1 | 2
O=C(Nc1ccc(Br)cc1)O[C@@H]1CC[C@@]23CCCN2C(=O)CCC[C@H]3C1 | 7
O=C(OCC#CCSc1nnc(-c2cccc3ccccc23)o1)c1ccc(OC(F)(F)F)cc1 | -6
C[C@@H](O[Si](c1ccccc1)(c1ccccc1)C(C)(C)C)[C@H]1C(=O)N[C@H](Cc2cn(S(=O)(=O)c3ccccc3)c3ccccc23)C(=O)N1C | -6
C=CCN(C)C(C#CCCCC)c1ccccc1 (stereo not drawn) | -4
CC(C)(C)OC(=O)N1CCC(N[C@@H](Cc2ccccc2)C(=O)NCCc2c[nH]c3ccccc23)(C(=O)NC2CCCCC2)CC1 | 27*
CCn1c(=O)n2n(c1=O)[C@]1(C=C(C)C2)CN(Cc2ccc(OC)cc2OC)C(NC(=O)c2ccccc2)=N1 | 3
C[C@H]1[C@@H](OC(=O)NC2CCC2)CC[C@@]23CCCN2C(=O)CCC[C@@H]13 | -2
Brc1ccc(-c2csc(N3CCNCC3)n2)cc1 | 0

Sorted by length of the SMILES (low to high): 4 of the compounds above.
SMILES | PrPC surface inh
COc1ccc(Cl)cc1NC(=O)c1cc(C2CC2)on1 | 6
COC(=O)CNC(=O)CNC1(C(=O)NCCc2c[nH]c3ccccc23)CCCCC1 | -3
CCn1c(=O)n2n(c1=O)[C@]1(C=C(C)C2)CN(Cc2ccc(OC)cc2OC)C(NC(=O)c2ccccc2)=N1 | 3
CC(C)(C)[C@H](NC(=O)c1cc(Cl)cc(Cl)c1)C(=O)N1CCC[C@H]1C(=O)N[C@H](C#N)CC(=O)O | 0

Next part:
SMILES | PrPC surface inh
O=C(Nc1ccc(C(O)(C(F)(F)F)C(F)(F)F)cc1)c1ccc(Cl)cc1 | -4
CN=C1NC(=O)/C(=C\c2cc(C)n(-c3ccccc3F)c2C)S1 | 12
CC(C)C[C@H](NC(C)(C)C(=O)NC1CCCCC1)C(=O)NCCc1c[nH]c2ccccc12 | -4
S=C(Nc1ccccc1I)OC1CCC12CCC(c1ccccc1)CC2 (stereo not drawn) | 5
CCCC1CCC2(CC1)CCC2OC(=O)Nc1cccc(C(F)(F)F)c1 (stereo not drawn) | 0
C[C@H]1[C@@H](OC(=O)Nc2cccc(Cl)c2)CC[C@@]23CCCN2C(=O)CCC[C@@H]13 | -3
NC(=O)C1CCN(c2ncc(Br)s2)CC1 | -9
NC(=O)C1CCN(c2nc(-c3ccc(Oc4ccccc4)cc3)cs2)CC1 | 0
FC(F)(F)c1ccc2nc(CNc3nc(N4CCOCC4)nc4c3ncn4-c3ccsc3)[nH]c2c1 | 41*
COP(=O)(OC)C(C)NC(=O)OCc1ccccc1 (stereo not drawn) | -5
C[C@H]1[C@H](c2ccccc2)OC(O)([C@H](Cc2ccccc2)NC(=O)OC(C)(C)C)CN1C (stereo partly drawn) | -5
COc1ccc(C2Nc3ccccc3C(=O)N2Cc2ccccc2)cc1COc1ccc(NC(C)=O)cc1 (stereo not drawn) | 0
C=CCCC(=O)N[C@H]1CC[C@@]23CCCN2C(=O)CCC[C@H]3[C@H]1CCC | 6
c1csc(CNc2ncnc3ccc(-c4ccc5c(c4)OCO5)cc23)n1 | 5
Cc1ccnc(NC(=S)N2CCC(Nc3cccc(C(F)(F)F)c3)CC2)c1 | 7
CCCC1CCC2(CC1)CCC2OC(=S)Nc1ccc(N(C)C)cc1 (stereo not drawn) | 7
CCC[C@H]1[C@@H](NC(=O)C2CCC2)CC[C@@]23CCCN2C(=O)CCC[C@@H]13 | -9
C[C@H]1[C@H](NC(=O)c2cccc(Cl)c2)CC[C@@]23CCCN2C(=O)CCC[C@@H]13 | -2
O=C(OCCCCSc1nnc(-c2cccc3ccccc23)o1)c1ccc(F)cc1 | -6
O=C(c1ccc(F)cc1)C1CCN(c2ncnc3sccc23)CC1 | 24
O=C(Nc1ccc(Cl)cc1)O[C@@H]1CC[C@@]23CCCN2C(=O)CCC[C@H]3C1 | -1
C[C@H]1[C@@H](NC(=O)C2CCCCC2)CC[C@@]23CCCN2C(=O)CCC[C@@H]13 | 6
COc1cc(NC(=O)C(OC(=O)CNC(=O)c2ccccc2)c2ccccc2)cc(C(F)(F)F)c1 (stereo not drawn) | 10
O=C(c1ccc(Cl)cc1)N1CCN(c2ccccn2)CC1 | -5
COC(=O)c1cnn(-c2ccc(F)cc2F)c1/C=N/NC(=S)Nc1ccccc1 | 0

Screening results as filed in PubChem BioAssay.

These rows are one share of the data; count on the stated rates, not on these rows.
